Source: PubChem BioAssay
Giardia kill = kills Giardia lamblia. activity change, % at 7.66 µM, hits read low. 340,000 tested, 0.15% active. Giardia lamblia trophozoite viability; in the data active = activity change below about -80%; inconclusive = between about -30% and that limit;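 note: parasites exposed to compound for two days anaerobically before the ATP read; % is set by controls: 0 for no effect and ±100 for the full control effect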
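Trophozoites 100 cells/well + cpd; 48 hrs, 37 deg C, anaerobic. ATPLite 1-Step added, 15-30 min RT, luminescence read (ATP-based viability).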
CXXC DNA block = blocks binding of human MLL CXXC domain to DNA | Q03164 | MLL-CXXC / FITC-HOXA9 DNA fluorescence polarization | Potency, µM (series often up to 115 µM), without a hit: at the highest dose activity change, negative = inhibition, usual class: inhibitors | 290,000 tested, 0.037% active; active = well fitted inhibition curve with a large enough effect in the polarisation, with a control signal flat, not every such curve was filed as active; inconclusive = small, poorly fitted or top-dose-only effect, or effect the other way, or a change in a side signal; inactive = no such curve, though single readings can be large or run the other way; the % refers to the polarisation; note: potency is the fitted concentration of half-maximal effect
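Fluorescence polarization: 7 uM MLL-CXXC (stock) preincubated 5 min with compounds, then 50 nM fluorescein-HOX-A9 DNA (stock) added; 30 min ambient. Buffer 50 mM Tris-HCl pH 7.5, 50 mM NaCl, 1 mM DTT, 0.05% BSA.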
GALK inhibitor = inhibitors of human galactokinase. P51570. Purified GALK, Kinase-Glo residual ATP luminescence. Potency, µM (series often up to 57.5 µM), inactives show top-dose activity change, negative = inhibition, most hits filed as inhibitors. 270,000 tested, 0.007% active; note: potency is the fitted concentration of half-maximal effect; % is set by controls: 0 for no effect and ±100 for the full control effect
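Galactose (100 uM) and ATP (35 uM) were turned over by 5 nM GALK for 1 h at RT. Kinase-Glo Plus then converted the remaining ATP into a luminescent signal.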
FBPA coupling cs = inhibits coupling enzyme system, counter-screen for aldolase hits. coupling enzyme system counterscreen, AmpLite Red fluorescence. activity change, negative = inhibition, % at 58.2 µM, hits read low. 290,000 tested, 0.67% active. AID 2472; in the data active = activity change below about -30%; note: % is set by controls: 0 for no effect and ±100 for the full control effect
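Coupling enzymes only (glyceraldehyde-3-phosphate) + compound, at 57.5 uM final, 10 min RT; add substrate/coupling/AmpLite Red mix, 20 min RT; fluorescence ex 525/em 598 nm. Actives flag coupling-system interference.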
Tb PFK block = blocks T. brucei phosphofructokinase | O15648 | T. brucei PFK, ADP-Glo luminescence | Potency, µM (titrated, usually from 57.5 µM), for inactives: at the highest dose activity, negative = inhibition, most hits filed as inhibitors | 330,000 tested, 0.17% active | AID 485367;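 note: potency is the fitted concentration of half-maximal effect; 0% = uninhibited 1x PFK enzyme wells and -100% = no-enzyme wells; nearly all actives have a fitted effect of over 60% in size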
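ADP-Glo luminescence quantified ADP after 45 min at room temperature, with 1.25 nM T. brucei PFK, 0.1 mM ATP and 0.5 mM fructose-6-phosphate in pH 8.0 TEA buffer. qHTS titrations up to 57 µM; curves classified by quality.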
BCR signal inh = blocks chronic active B-cell receptor signaling; ABC-DLBCL IkBa-CBG/CBR reporter, luminescence ratio, 4 h; Potency, µM (titrated, usually from 46.1 µM), for inactives: top-dose ratio change, negative = lower green/red ratio, most hits filed as inhibitors; 340,000 tested, 0.05% active; AID 493014; active = well fitted inhibition curve with a large enough effect in the signal ratio, with a control signal flat, not every such curve was filed as active; inconclusive = small, poorly fitted or top-dose-only effect, or effect the other way, or a change in a side signal; the % refers to the signal ratio;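 note: potency is the fitted concentration of half-maximal effect; plate controls were basal doxycycline-induced cells for no effect and cells given 10 µM MG132 for full effect; MG132 reads +100%, hits lower the ratio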
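Concentration-response series (up to 46 uM) were applied to TMD8 dual-reporter cells for 4 h at 37C with doxycycline. Green/red ratio, after filter-overlap correction, defined %Activity; red signal alone was normalised to basal cells and zero luminescence.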
TSHR antagonist = human thyrotropin receptor antagonism. AID 504810. 330,000 tested, 0.2% active. activity change, negative = inhibition, % at 11.5 µM. TSHR-expressing cells, TSH-stimulated cAMP HTRF, 2 h; active compounds read low. P16473;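 active = activity change below a set negative limit, meaning inhibition stronger than a set level, cut at about -70% in these data; inconclusive = activity change between two set negative limits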; note: % is set by controls: 0 for no effect and ±100 for the full control effect
Target sequence (P16473 whole entry, looked up): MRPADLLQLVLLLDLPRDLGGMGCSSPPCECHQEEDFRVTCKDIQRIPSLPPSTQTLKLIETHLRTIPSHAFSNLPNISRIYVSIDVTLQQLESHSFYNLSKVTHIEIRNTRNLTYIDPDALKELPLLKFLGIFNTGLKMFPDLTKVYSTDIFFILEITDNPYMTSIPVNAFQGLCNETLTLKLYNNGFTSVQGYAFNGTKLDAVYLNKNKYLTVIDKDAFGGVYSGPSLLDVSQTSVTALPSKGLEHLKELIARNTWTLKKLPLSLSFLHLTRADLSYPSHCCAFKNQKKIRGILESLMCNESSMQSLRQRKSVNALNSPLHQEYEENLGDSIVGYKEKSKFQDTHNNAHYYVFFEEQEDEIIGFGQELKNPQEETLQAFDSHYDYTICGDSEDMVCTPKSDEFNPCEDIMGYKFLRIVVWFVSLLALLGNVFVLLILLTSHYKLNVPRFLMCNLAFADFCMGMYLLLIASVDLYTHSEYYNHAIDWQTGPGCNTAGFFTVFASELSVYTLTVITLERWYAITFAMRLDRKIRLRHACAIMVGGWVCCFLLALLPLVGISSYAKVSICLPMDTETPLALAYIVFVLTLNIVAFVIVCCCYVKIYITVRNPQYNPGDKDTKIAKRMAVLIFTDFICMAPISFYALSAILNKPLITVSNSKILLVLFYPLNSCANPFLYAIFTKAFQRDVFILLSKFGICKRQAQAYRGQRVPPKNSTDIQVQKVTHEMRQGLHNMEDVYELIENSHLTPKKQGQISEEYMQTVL
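Competitive HTRF cAMP read-out (cryptate anti-cAMP antibody, cAMP-d2; 30 min, room temperature) in freshly harvested TSHR cells. Compounds added before TSH at EC80 (4nM final), followed by 2 hours' incubation at 37 deg C.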
KCNH2 WT inh = KCNH2 (human, wildtype) channel inhibition | Q12809 | U2OS, BacMam KCNH2, thallium flux FluxOr; active compounds read low | activity change, % at 1.84 µM | 340,000 tested, 0.37% active | AID 720551;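 active = maximum activity change below -70%; inconclusive = maximum activity change between -70% and -50%; inactive = maximum activity change above -50%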; note: % is set by controls: 0 for no effect and ±100 for the full control effect
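U2OS cells transduced with wild-type KCNH2 virus are loaded with FluxOr dye for 45 min, and thallium flux is measured in kinetic reads before and after stimulation buffer. Rate constants are normalized to DMSO controls.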
A-T KAP1 phos = potential ataxia-telangiectasia treatment | […] A-T fibroblasts, KAP-1 phosphorylation AlphaLISA; neocarzinostatin DNA damage 30 min before lysis | Potency, µM (doses to about 57.5 µM), inactives show at the top dose activation, hits mostly activators | 320,000 tested, 0.19% active; note: potency is the fitted concentration of half-maximal effect; % of control where 0% means no effect; nearly all actives have a fitted effect of over 45% in size
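ATM-like activity read as KAP-1 phosphorylation via AlphaLISA donor/acceptor antibody pairs after lysis and 6 hr at 25C. Cells were ATM-null patient fibroblasts ([…], hTERT), dosed 60 min, then exposed to the DSB inducer NCS for 30 min.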
TCR act = T cell receptor activation; primary human leukocytes, anti-CD3, IL-2 HTRF, 48 h; Potency, µM (titrated, usually from 9.22 µM), without a hit: top-dose activation of IL-2 secretion, usual class: activators; 330,000 tested, under 10 active; AID 504894; note: % of control where 0% means no effect
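Readout: HTRF IL-2, Eu-cryptate/d2 antibody pair, 320nm excitation, 665nm emission. Stimulus: a-CD3 beads, no co-stimulation. Cells: primary human leukocytes. Exposure: 48 hr with compound.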
* marks the source's active call; other numbers are inactive results; ? = inconclusive; / = no result given; [ ] = another dose, or the depositor's remark. Unless noted, calls come from the whole dose curve; as a rule, active = well fitted curve in the direction sought with a large enough effect; inconclusive = small, poorly fitted or top-dose-only effect, or another doubt; inactive = no such curve, though single readings can be large; an effect the other way counts as inactive or inconclusive.

SMILES	Giardia kill	CXXC DNA block	GALK inhibitor	FBPA coupling cs	Tb PFK block	BCR signal inh	TSHR antagonist	KCNH2 WT inh	A-T KAP1 phos	TCR act
O=C(c1cc2c(s1)CCC2)N1CCN(c2ccccc2)CC1	21	7%	-1%	0	?	19%	-5	4	2%	-2%
O=C(c1ccc(S(=O)(=O)Nc2ccccc2)cc1)N1CCCCCCC1	12	-5%	-5%	/	-3%	?	3	1	6%	-3%
Cc1ccc(C(=O)Nc2nc3n(n2)C(c2ccccc2)CC(=O)N3)cc1 (configuration not stated)	22	-4%	/	2	-9%	1%	3	1	36%	24%
CCCc1nn(C)c(C(=O)Nc2cccc(Cl)c2)c1Cl	19	-10%	2%	0	-3%	1%	-16	-6	15%	-1%[46.1 µM]
CC(C)[C@H](NC(=O)c1ccccc1)C(=O)NC1CCCCCCC1	4	/	/	/	0%	0%	2	1	-7%	-6%
CCCCN(Cc1cc2cccc(C)c2[nH]c1=O)S(C)(=O)=O	16	19%	-2%	-4	-1%	-17%	1	10	5%	14%
Cc1ccc(OCC(=O)NNC(=O)Cc2ccc(S(=O)(=O)N3CCOCC3)s2)cc1	4	/	/	/	-3%	?	21	10	18%	-6%
O=C(c1cc(-c2ccncc2)nc2ccccc12)N1CCOCC1	-6	/	/	/	-1%	-8%	18	-22	1%	-3%
COc1ccccc1CCn1cc(C#N)c(=O)[nH]c1=O	-22	0%	-2%	3	2%	?	12	0	-9%	-4%
CCOc1cccc(CN2CCC(n3nccc3NC(=O)CCCc3ccccc3)CC2)c1	9	-4%	-1%	/	0%	?	27	37	9%	7%

Two neighbouring records out of the list so far, for reference:
SMILES	Giardia kill	CXXC DNA block	GALK inhibitor	FBPA coupling cs	Tb PFK block	BCR signal inh	TSHR antagonist	KCNH2 WT inh	A-T KAP1 phos	TCR act
CCCc1nn(C)c(C(=O)Nc2cccc(Cl)c2)c1Cl	19	-10%	2%	0	-3%	1%	-16	-6	15%	-1%[46.1 µM]
CC(C)[C@H](NC(=O)c1ccccc1)C(=O)NC1CCCCCCC1	4	/	/	/	0%	0%	2	1	-7%	-6%

Returning to the listing, starting three compounds before the break.
SMILES	Giardia kill	CXXC DNA block	GALK inhibitor	FBPA coupling cs	Tb PFK block	BCR signal inh	TSHR antagonist	KCNH2 WT inh	A-T KAP1 phos	TCR act
O=C(c1cc(-c2ccncc2)nc2ccccc12)N1CCOCC1	-6	/	/	/	-1%	-8%	18	-22	1%	-3%
COc1ccccc1CCn1cc(C#N)c(=O)[nH]c1=O	-22	0%	-2%	3	2%	?	12	0	-9%	-4%
CCOc1cccc(CN2CCC(n3nccc3NC(=O)CCCc3ccccc3)CC2)c1	9	-4%	-1%	/	0%	?	27	37	9%	7%
O=C(NCc1ccc2c(c1)OCO2)Nc1cccc(Cl)c1	-4	-4%	-7%	-3	4%	-9%	42	20	-4%	5%
COC(=O)C1=CN(C2CC2)C=C(C(=O)OC)C1c1ccccc1OC	1	-2%	5%	2	0%	?	-12	-7	18%	-1%
O=C(OCC(=O)N1CCOCC1)c1cc(S(=O)(=O)N2CCOCC2)c(Cl)cc1Cl	6	/	/	/	-2%	6%	-9	2	5%	-2%
C=CCN(C(=O)CN1CCCCC1)c1nc(-c2ccccc2)cs1	16	2%	-1%	0	0%	9%	-13	17	4%	4%
Cc1ccc(-n2ncc3c(=O)[nH]c(SCC(=O)N4CCCCC4)nc32)cc1	10	5%	2%	11	-1%	8%	-2	40	3%	4%
CC(C)OC(=O)Cn1c(-c2ccccc2)c(-c2ccccc2)nnc1=O	25	-14%	5%	-2	-2%	1%	-6	2	3%	6%
CCN1C(=O)C(O)(CC(=O)C(C)(C)C)c2cc(Br)ccc21 (configuration not stated)	7	42%[activator]	0%	1	-1%	0%	-9	-1	-2%	-1%
C=C(Br)CN1CCN(CC(=C)Br)CC1	3	4%	0%	2	-2%	-2%	-2	16	10%	-1%
O=C(CCN1CCc2ccccc2C1)Nc1ccc(F)c(F)c1	15	-14%	-3%	-4	-7%	-9%	3	50	-2%	-6%
CCc1nc(-c2ccc(C)nc2OC)no1	7	-7%	-1%	0	16%	3%	3	14	-7%	4%

Filtered by structure, those above containing an aryl methoxy group.
SMILES	Giardia kill	CXXC DNA block	GALK inhibitor	FBPA coupling cs	Tb PFK block	BCR signal inh	TSHR antagonist	KCNH2 WT inh	A-T KAP1 phos	TCR act
COc1ccccc1CCn1cc(C#N)c(=O)[nH]c1=O	-22	0%	-2%	3	2%	?	12	0	-9%	-4%
COC(=O)C1=CN(C2CC2)C=C(C(=O)OC)C1c1ccccc1OC	1	-2%	5%	2	0%	?	-12	-7	18%	-1%
CCc1nc(-c2ccc(C)nc2OC)no1	7	-7%	-1%	0	16%	3%	3	14	-7%	4%

New compounds follow.
SMILES	Giardia kill	CXXC DNA block	GALK inhibitor	FBPA coupling cs	Tb PFK block	BCR signal inh	TSHR antagonist	KCNH2 WT inh	A-T KAP1 phos	TCR act
COc1ccccc1/C=N/Nc1cc(N(C)C)nc(N(C)C)n1	-11	0%	4%	-31*	-5%	3%	-9	-7	2%	-1%
COC(=O)C1(C)NC(c2ccc(O)cc2)C2C(=O)N(c3ccc4c(c3)OCCO4)C(=O)C21 (configuration not stated)	4	22%	0%	-1	2%	-3%	-6	-1	-5%	/
COc1ccc(CC(=O)Nc2cccc(-c3ccc4nnc(C)n4n3)c2)cc1	-15	9%	-1%	2	-7%	?	-1	-11	6%	2%
Cc1ccc(C(C)(C)C)c(OCCCn2ccnc2)c1	3	-1%	4%	-1	?	-6%	-7	4	-3%	-8%[46.1 µM]
Cn1c2ccccc2c2cnn(CC(=O)N3CCCCC3)c(=O)c21	-1	-5%	/	1	-4%	-3%	-8	-11	-6%	-7%
Cc1cc([N+](=O)[O-])cc(/C=N\NC(=O)C2COc3ccccc3O2)c1O (configuration not stated)	8	4%	5%	8	-3%	5%	-5	1	-4%	-5%
N#CC1CCCc2c1[nH]c1ccc([N+](=O)[O-])cc21 (configuration not stated)	3	1%	-2%	-3	-10%	?	-8	1	9%	-5%
CCC(C)[C@H]1CNCCN1CCC12CC3CC(CC(C3)C1)C2 (some centres not stated)	-17	/	/	/	-1%	0%	26	-15	5%	13%
c1cc2c(cc1CNc1ccc(N3CCOCC3)cc1)OCO2	13	/	/	/	4%	0%	-18	/	-6%	-28%
O=C(OCC(=O)N1CCCCCC1)c1ccc([N+](=O)[O-])cc1Cl	-1	0%	1%	3	-2%	3%	1	15	7%	4%
COc1ccc(OC)c(/C=C2\SC(=S)N(NS(=O)(=O)c3ccc(C)cc3)C2=O)c1	-13	6%	-5%	15	3%	7%	-17	7	-27%	5%
COc1ccc(NS(=O)(=O)c2c(C)[nH]c(C)c2C(=O)N2CCCCC2)cc1Cl	-27	-1%	8%	-1	1%	-4%	-9	-9	3%	3%
O=C(CCn1c(=O)oc2ccccc21)Nc1ccc(N2CCOCC2)cc1	30	12%	1%	3	1%	-13%	-11	-3	7%	1%
Cc1ccc(-c2nc3ccccc3s2)cc1S(=O)(=O)N1CCCC1	1	-8%	-2%	-2	4%	-13%	-21	-27	5%	/
OCCNCCOc1ccccc1F	-1	9%	0%	0	-1%	12%	-3	-7	-2%	-3%
O=C(CCc1ccccn1)N1CCCC(N2CCN(c3cccc(C(F)(F)F)c3)CC2)C1 (configuration not stated)	-26	7%	-8%	/	3%	0%	-4	-3	-15%	-10%
O=C(CCn1c(=S)oc2ccccc21)N1CCCCC1	18	5%	10%	3	0%	-1%	-8	-1	-2%	-3%
COc1ccc2[nH]c3c(c2c1)CCN1C(=O)N([C@@H](C)C(=O)NC2CCCC2)C(=O)[C@]31C	-12	3%	/	-1	0%	-5%	7	-8	-10%	1%
COc1ccc(NC(=O)N(CCC(C)C)C(C)c2ccccn2)c(OC)c1 (configuration not stated)	-10	-4%	1%	-7	2%	1%	-9	18	7%	14%
CN1C(=O)/C(=C/c2ccc(OCc3ccc(F)cc3)cc2)N(C)C1=S	-15	4%	-5%	-3	2%	-3%	-10	-26	-2%	-1%
COc1ccc(OC)c(NC(=O)c2cc(-c3cc(C)cc(C)c3O)n[nH]2)c1	2	?	-3%	0	0%	?	-5	-1	-4%	2%
CCOC(=O)C1(CCOc2ccccc2)CCN(Cc2cccs2)CC1	3	-4%	-1%	0	6%	2%	-9	?	-2%	10%
O=C(c1cc(C2CC2)nn1-c1ccccc1)N1CCN(S(=O)(=O)c2cccc(F)c2)CC1	19	/	/	/	0%	-1%	-12	-1	1%	-5%
Cc1cccc(CN2CCN(c3nc4nonc4nc3NC3CC3)CC2=O)c1	1	-7%	0%	-1	6%	0%	-8	-17	0%	0%
COc1ccc(NC(=O)C2CCCN2C(=O)OCc2ccccc2)c(OC)c1 (configuration not stated)	8	-3%	3%	-3	-9%	-5%	-9	-6	-2%	-1%
